# KB-V1 cytotox: KB-V1 MDR subline cytotoxicity; KB-V1 MDR cells viability, CellTiter-Glo, 72 h; Potency, µM (series often up to 46.1 µM), for inactives: at the highest dose activity change, negative = cytotoxicity, hits mostly cytotoxic; hit rate 3.4% among 400,000; AID 1347076; note: % is set by controls: 0 for no effect and ±100 for the full control effect; nearly all actives have a fitted effect of over 60% in size
#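 Compound-treated KB-V1 multidrug-resistant cells, 72 h, 37 degrees C; viability by CellTiter-Glo. Fitted qHTS curves give the values.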
# GLP1R ag: activates the human GLP-1 receptor; HEK293 GLP-1R CRE-luciferase, luminescence, 4-6 h; cells express a hypersensitive GLP-1R form; Potency, µM (doses to about 45.6 µM), without a hit: top-dose activation, most hits filed as activators; hit rate 0.007% among 380,000; AID 624172; note: % of control where 0% means no effect
# Target sequence (P43220 whole entry, looked up): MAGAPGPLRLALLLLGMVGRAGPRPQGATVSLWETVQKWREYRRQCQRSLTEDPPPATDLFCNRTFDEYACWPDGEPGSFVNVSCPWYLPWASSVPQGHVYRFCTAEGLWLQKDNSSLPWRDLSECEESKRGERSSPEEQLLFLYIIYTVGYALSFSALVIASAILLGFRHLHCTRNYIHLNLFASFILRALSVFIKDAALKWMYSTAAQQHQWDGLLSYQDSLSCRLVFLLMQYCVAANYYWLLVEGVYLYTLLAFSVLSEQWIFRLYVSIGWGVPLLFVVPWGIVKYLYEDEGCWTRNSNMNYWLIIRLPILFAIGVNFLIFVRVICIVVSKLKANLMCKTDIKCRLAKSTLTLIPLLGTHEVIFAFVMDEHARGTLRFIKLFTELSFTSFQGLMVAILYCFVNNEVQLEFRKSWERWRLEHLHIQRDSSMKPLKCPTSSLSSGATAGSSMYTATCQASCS
# GLP-1R inv ag: inverse agonists of human GLP-1 receptor | P43220 | hit rate 1.6% among 410,000 | HEK293 GLP-1R CRE-luciferase, luminescence, 24 h; GLP-1R form is constitutively active | Potency, µM (highest dose often 38.3 µM), without a hit: at the top dose activity change, negative = inhibition, usual class: inhibitors; note: % is set by controls: 0 for no effect and ±100 for the full control effect; nearly all actives have a fitted effect of over 55% in size
#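 Stable HEK293 clone (constitutively active GLP-1R + cAMP-response luciferase); 200 cells/uL plated, 12 h pre-culture, compound 24 hr, 37 deg C/5% CO2; detection reagent 12 min RT; luminescence.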
# TDP-43 yeast inh: rescues yeast growth from TDP-43 toxicity. hit rate 1.8% among 410,000. TDP-43 expressing yeast growth rescue, BacTiter-Glo, 24 h. Potency, µM (doses to about 46.1 µM), for inactives: at the highest dose growth rescue (activation), most hits filed as activators. AID 652104; note: % of control where 0% means no effect; nearly all actives have a fitted effect of over 50% in size
#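 Yeast expressing TDP-43 (pregrown in raffinose, seeded at OD600=0.02 in galactose medium) exposed to compounds 24 hr at 30 deg C. Growth read by BacTiter-Glo luminescence; rescue of toxicity appears as increased signal.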
# HT1080NT lethal: kills 2HG-producing HT-1080-NT fibrosarcoma cells; HT-1080-NT fibrosarcoma viability, CellTiter-Glo ATP luminescence, 48 h; Potency, µM (series often up to 46.1 µM), for the others: at the highest dose activity, negative = less viability, actives largely listed as cytotoxic; hit rate 1.6% among 360,000;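 note: NT is the 2HG producing partner of a matched IDH1 knockdown line; 0% = DMSO-treated cells and -100% = media-only wells without cells; nearly all actives have a fitted effect of over 55% in size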
#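 Luminescent CellTiter-Glo readout after 48 hours of compound exposure at 37 degrees C defined viability of HT-1080-NT cells. Activity was normalized to DMSO wells and cell-free media wells; concentration-response curves were fitted and assigned curve classes.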
# KB-3-1 cytotox: kills parental KB-3-1 adenocarcinoma cells. KB-3-1 viability, CellTiter-Glo ATP luminescence, 72 h. Potency, µM (highest dose often 46.1 µM), for inactives: at the highest dose activity change, negative = cytotoxic, hits mostly cytotoxic. hit rate 1.4% among 400,000; note: % is set by controls: 0 for no effect and ±100 for the full control effect; nearly all actives have a fitted effect of over 60% in size
#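 Cells are dispensed, compounds pinned in, plates held at 37 °C for 72 h, then CellTiter-Glo is added and luminescence read after 10 minutes. Cell line: parental KB-3-1 in phenol-red-free DMEM, 10% FBS.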
# HT1080 IDH1KD tx: kills HT-1080 cells with IDH1 knockdown | hit rate 2% among 360,000 | Potency, µM (top dose mostly 46.1 µM), for inactives: at the top dose activity, negative = toxicity, usual class: cytotoxic | AID 686971 | HT-1080 IDH1 knockdown viability, ATP luminescence, 48 h;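 note: 0% = DMSO wells and -100% = cell-free medium wells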
#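 % activity derives from luminescence (CellTiter-Glo), normalised to DMSO and no-cell wells. HT-1080-IDH1KD cells, 750/well, had 48 h compound exposure at 37 °C.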
# HEK293 tox: cytotoxicity counter-screen for GLP-1 receptor inverse agonists. hit rate 0.13% among 410,000. HEK293 cAMP-luciferase reporter cells, luminescence, 24 h. Potency, µM (highest dose often 38.3 µM), without a hit: at the highest dose activity change, negative = inhibition, usual class: inhibitors. AID 624418;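 note: loss of luciferase light is scored as toxicity; % is set by controls: 0 for no effect and ±100 for the full control effect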
#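 Luminescence readout: signal drop marks cytotoxicity. Plated cells grew 12 h at 37 °C, 5% CO2, received 23 nL compound for 24 h, then got luciferase reagent, read after 12 min at RT.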
# SW480 rerep: induces DNA re-replication in SW480 colon adenocarcinoma cells | SW480 DNA re-replication, Hoechst DNA content imaging, 48 h | hit rate 1.8% among 340,000 | AID 624297 | Potency, µM (titrated, usually from 46.1 µM), without a hit: at the top dose re-replication activation, usual class: activators; note: % of control where 0% means no effect; nearly all actives have a fitted effect of over 55% in size
#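 250 cells/well; 23 nL cpd via pin tool; 48 hr, 37 C, 5% CO2; Hoechst 40 min; imager read of total nuclear intensity, ex 405/em 500-530 nm.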
# Numbers without * were called inactive; ? = inconclusive; nt = not tested or not shown; & = joins results of further samples; [ ] = remark or other dose. Calls come from the whole dose curve; as a rule, active = well fitted curve in the direction sought with a large enough effect; inconclusive = small, poorly fitted or top-dose-only effect, or another doubt; inactive = no such curve, though single readings can be large; an effect the other way counts as inactive or inconclusive. Potency is the fitted concentration of half-maximal effect.
SMILES,KB-V1 cytotox,GLP1R ag,GLP-1R inv ag,TDP-43 yeast inh,HT1080NT lethal,KB-3-1 cytotox,HT1080 IDH1KD tx,HEK293 tox,SW480 rerep
COc1cc(OC)cc(-c2nc(=S)n3ccsc3n2)c1,-3%,2%,1%,-12%,16%,1%,16%,-1%,0%
NS(=O)(=O)c1ccc(S(=O)(=O)c2ccccc2)nc1,25%,1%,22%,-2%,9%,-2%,12%,6%,-5%
Cn1c(=O)n(C)c2cc(NC(=O)c3ccccc3[N+](=O)[O-])c(Br)cc21,-15%,-3%,9%,nt,20%,-6%,18%,-11%,-30%[1.84 µM]
CCOc1ccc(CNC(=O)c2ccc(NC(=O)C3=CSCCO3)cc2)cc1,-10%,0%,7%,-5%,-4%,6%,0%,-25%,-16%
CCn1c(C)c(C)c2cc(C(=O)NCCCN3CCN(C)CC3)ccc21,-2%,-5%,-16%,-8%,-6%,-2%,2%,4%,-1%
O=C(CC1C(=O)NCCN1CC(c1ccccc1)c1ccccc1)NCC1CCOCC1 (stereo not given),4%,-1%,41%[activator],4%,6%,-1%,26%,22%,-13%
O=c1ccnc(Nc2ccc([N+](=O)[O-])cc2)[nH]1,-2%,-1%,-3%,-10%,?,-2%,?,?,-5%
CC(C)NC(=O)NC(=O)COC(=O)c1ccc(F)cc1F,-3%,3%,16%,-17%,3%,-3%,19%,9%,10%
CC(C)=CCCC(C)c1cc(C(=O)NCCc2ccc(O)cc2)c(N)s1 (stereo not given),?,nt,?,20%,?,-28%,?,-3%,nt
CCN(CC)C(=O)CN1C(=O)C2CC=C(Cl)CC2C1=O (stereo not given),-19%,-7%,5%,3%,1%,3%,-1%,-2%,1%
COC(=O)CN(c1cc(OC)ccc1OC)S(=O)(=O)c1ccc(OC)c(OC)c1,-20%,-1%,8%,2%,4%,0%,0%,-11%,4%
CN(CCC#N)C(=O)COC(=O)/C=C/c1ccc2c(c1)OCO2,-7%,6%,?,-18%,-16%,0%,-9%,4%,10%
O=S(=O)(c1ccc(-c2ccon2)s1)N1CCN(c2ccccn2)CC1,-11%,22%,5%,-1%,-10%,-1%,2%,-7%,13%
O=C(O)CC1CCC1CC(=O)O (stereo not given),-2%,6%,26%,17%,-2%,6%,5%,19%,-3%
CC1(C)CC(=O)C=C(CN2C(=O)c3ccccc3C2=O)C1=O,-22%,-6%,15%,16%,25%,25%,18%,-12%,1%
CCCCSc1nc2ccc(Nc3nc(N4CCOCC4)nc(N4CCOCC4)n3)cc2s1,-11%,12%,?,3%,?,?,?,87%[activator],1%
O=C(/C=C/c1ccccc1)NC1CCS(=O)(=O)C1 (stereo not given),-1%,3%,-16%,17%,14%,1%,3%,-20%,-28%
COc1ccc(-c2nc(/C=C3\C(C)=Nc4ccccc43)c(O)o2)cc1,-4%,3%,5%,5%,-2%,-5%,14%,14%,11%
O=C(NCCc1ccccc1)N1CCCC(CNS(=O)(=O)Cc2ccccc2)C1 (stereo not given),?,6%,1%,10%,1%,7%,-2%,3%,1%
O=C(O)c1ccc([N+](=O)[O-])c(CS(=O)(=O)c2ccccc2)c1,7%,3%,-2%,-13%,-3%,0%,2%,6%,4%
O=C(COC(=O)c1ccncc1)Nc1ccc2c(c1)OCO2,28%,-10%,1%,4%,0%,-12%,18%,-7%,-3%
Cc1onc(-c2ccccc2)c1C(=O)c1ccccc1,-3%,7%,-24%,19%,5%,5%,-1%,3%,-2%
OC[C@@H](O)[C@@H](O)CO,9%,-3%,7%,0%,1%,0%,2%,1%,-9%
CN(C)c1ccc(/C=C/c2nc(-c3ccccc3O)n(-c3ccccc3)n2)cc1,13%,nt,?,21%,nt,-3%,nt,19%,nt
O=C(COC(=O)c1ccccc1)Nc1ccc(Cl)cn1,7%,3%,10%,-13%[9.22 µM],5%,-6%,2%,-5%,10%
COc1ccc(S(=O)(=O)N2CCCCC2)cc1NC(=O)CCCNC(=O)c1ccc(Cl)cc1,4%,7%,-3%,19%,-1%,-5%,-14%,12%,-13%
CO/N=C/NC(=O)N1OC[C@@H]2COc3ccc4ccccc4c3[C@@H]21,17%,-2%,-8%,21%,-4%,-3%,-2%,36%[activator],0%
O=C(NCc1ccccc1Cl)c1ccc2nnsc2c1,-3%,21%,?,?,?,?,-4%,-6%,3%
CC(C(=O)NCCc1ccccc1)N1c2cccc3cccc(c23)S1(=O)=O (stereo not given),-29%,7%,?,14%,-7%,-1%,0%,4%,-2%
COc1ccc(NC(=O)c2cc(C3CCCCN3C(=O)CCCc3ccccc3)on2)c(C)c1 (stereo not given),-18%,-4%,?,18%,6%,-1%,7%,-1%,nt

# Some entries already given with just GLP-1R inv ag.
structure	GLP-1R inv ag
O=C(COC(=O)c1ccncc1)Nc1ccc2c(c1)OCO2	1%
Cc1onc(-c2ccccc2)c1C(=O)c1ccccc1	-24%
OC[C@@H](O)[C@@H](O)CO	7%
CN(C)c1ccc(/C=C/c2nc(-c3ccccc3O)n(-c3ccccc3)n2)cc1	?

# (list continues)
SMILES,KB-V1 cytotox,GLP1R ag,GLP-1R inv ag,TDP-43 yeast inh,HT1080NT lethal,KB-3-1 cytotox,HT1080 IDH1KD tx,HEK293 tox,SW480 rerep
Cc1c(-c2n[nH]c(=S)n2-c2ccc(C(F)(F)F)cc2)nnn1-c1ccccc1,23µM*,-29%,8%,10%,3%,0%,16%,7%,1%
Cc1nn(-c2ccc(N3CCOCC3)nn2)c(C)c1CCC(=O)NCc1ccc(Cl)cc1,6%,nt,15%,18%,nt,3%,nt,5%,nt
COc1ccc(-c2csc(NC(=O)CCNC(=O)c3ccco3)n2)cc1OC,-6%,23%,42%[activator],1%,8%,3%,-11%,2%,-9%
COc1ccc(N2CCN(C(=O)Cn3cnc4sc(C)c(S(=O)(=O)N5CCCCC5)c4c3=O)CC2)cc1,-1%,nt,4%,7%,nt,12%,nt,-5%,nt
Cc1ccc2nc(NC(=O)CSCC(=O)Nc3cc(C)on3)sc2c1,0%,5%,-12%,-5%,-2%,23%,-5%,2%,-28%
COc1ccc(O)c(C(=O)c2cnc3onc(C(C)C)c3c2)c1,-14%,4%,8%,23%,-4%,-5%,-3%,11%,1%
O=[N+]([O-])c1cccc(/C=N/N2CCN(Cc3ccc(Cl)cc3)CC2)c1,-13%,9%,?,-10%,-20%,-15%,-11%,-8%,-3%
CN(Cc1cc(=O)n2ccsc2n1)Cc1nc2ccccc2c(=O)[nH]1,-9%,8%,-18%,-6%,-13%,2%,-12%,-2%,-19%
CCCC1CCC(=NNC(=O)OC(C)(C)C)CC1 (stereo not given),?,-2%,3%,14%,13%,?,9%,1%,-13%
COc1cccc(OCc2ccc(Cl)cc2)c1C#N,3%,14%,?,0%,-14%,-3%,-7%,-2%,-4%
CC1(C)CC(NC(=O)c2cccc3ccccc23)CC(C)(C)N1,-6%,2%,4%,1%,-1%,7%,2%,-9%,1%
COc1ccc(NS(=O)(=O)c2cccc(C(=O)NNC(=O)c3ccccc3OC)c2)cc1,-8%,-5%,-2%,-9%,-5%,20%,-16%,12%,0%
CCN(CC)CCn1c2c(c(SCC(=O)Nc3cc(OC)cc(OC)c3)nc1=O)CCC2,-12%,-1%,?,11%,0%,-6%,1%,21%,0%
CNS(=O)(=O)c1cc(OCC(N)=O)c(C)cc1Cl,7%,1%,10%,6%,8%,-5%,7%,-12%,-1%
Cc1cc2c(c(=O)n1Cc1cccnc1)C(c1ccccc1)C(C#N)=C(N)O2 (stereo not given),24%,0%,11%,-2%,4%,7%,5%,-4%,-3%
CCOC(=O)NC(=O)c1cn(CCN(C)C)c(=O)[nH]c1=O,6%,-2%,21%,-20%,?,9%,15%,?,-7%
CCN(CC)c1ccc2cc(C(=O)Nc3ccccn3)c(=O)oc2c1,-8%&-6%,-7%,42%,-13%,26%,11%&18%,8%,190%[activator],?
COCCCn1c(C(=O)N2CC(C)OC(C)C2)cc2c(=O)n3ccccc3nc21 (stereo not given),-17%,11%,105%[activator],16%,0%,?,4%,344%[activator],-12%
CCn1cc(C(=O)NCc2ccc(Cl)cc2)c(=O)c2cc(S(=O)(=O)N(C)C3CCCCC3)ccc21,-3%,1%,-76%,15%,nt,-9%,nt,-38%,nt
COC(=O)CN(c1ccc(F)cc1)S(=O)(=O)c1ccc2c(c1)OCCO2,2%,-6%,-2%,-10%,-6%,4%,10%,0%,0%
CCc1cccc(C)c1NC(=O)CSc1nc2ccccc2n1CC(=O)N(C)C,?,1%,0%,-20%,0%,7%,-1%,-11%,3%
Cc1cccc(-n2c3nc(=O)n(C)c(=O)c-3cc3c(C)nn(-c4ccccc4)c32)c1C,?,1%,8%,8%,nt,11%,nt,0%,nt
Cc1nn(-c2ccccc2)c2nc(N)c(C#N)c(-c3ccc(F)cc3)c12,0%,8%,?,19%,-4%,-12%,-14%,1%,14%
CCC1(C)Cc2ccccc2C(=O)N1 (stereo not given),9%,-4%,6%,5%,0%,-4%,1%,1%,-4%
O=C(c1cc(-c2ccc(Cl)cc2)on1)N1CCN(c2ccccc2)CC1,-2%,7%,-7%,-13%,-2%,-2%,18%,0%,-7%

# Reformatted: four of the compounds above
SMILES | KB-V1 cytotox | GLP1R ag | GLP-1R inv ag | TDP-43 yeast inh | HT1080NT lethal | KB-3-1 cytotox | HT1080 IDH1KD tx | HEK293 tox | SW480 rerep
O=C(COC(=O)c1ccccc1)Nc1ccc(Cl)cn1 | 7% | 3% | 10% | -13%[9.22 µM] | 5% | -6% | 2% | -5% | 10%
COc1ccc(S(=O)(=O)N2CCCCC2)cc1NC(=O)CCCNC(=O)c1ccc(Cl)cc1 | 4% | 7% | -3% | 19% | -1% | -5% | -14% | 12% | -13%
CO/N=C/NC(=O)N1OC[C@@H]2COc3ccc4ccccc4c3[C@@H]21 | 17% | -2% | -8% | 21% | -4% | -3% | -2% | 36%[activator] | 0%
O=C(NCc1ccccc1Cl)c1ccc2nnsc2c1 | -3% | 21% | ? | ? | ? | ? | -4% | -6% | 3%

# High-throughput results from PubChem.
